Screening results from PubChem.
ERG Ets-DNA blk – ERG Ets/DNA interaction inhibition | P11308 | fluorescence polarization, His-ERG Ets domain / labelled DNA | Potency, µM (titrated, usually from 76.9 µM), inactives show at the highest dose FP activity, negative = inhibition, most hits filed as inhibitors | actives 0.028% (n = 370,000) | AID 624246; active = well fitted inhibition curve with a large enough effect in the polarisation, with a control signal flat; inconclusive = small, poorly fitted or top-dose-only effect, or effect the other way, or a change in a side signal; inactive = no such curve, though single readings can be large or run the other way; the % refers to the polarisation;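 note: polarization taken with two DNA probes labelled with fluorescein and Texas red; potency is the fitted concentration of half-maximal effect; % of control where 0% means no effect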
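His-tagged ERG Ets domain (1 uM in the protein solution; 300mM KCl, 50mM Tris-HCl, 1mM EDTA, 1mM DTT, pH 7.5) received compound, then a probe mix of 5 nM fluorescein-DNA and 100nM Texas-615-DNA. Fluorescence polarization was read for both dyes.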
G9a inh – G9a (human) methyltransferase inhibition; Q96KQ7; G9a H3K9 monomethylation, AlphaScreen, 2 h; Potency, µM (top dose mostly 102 µM), for inactives: at the top dose activity, negative = inhibition, most hits filed as inhibitors; actives 8.8% (n = 350,000); AID 504332; note: potency is the fitted concentration of half-maximal effect; % is set by controls: 0 for no effect and ±100 for the full control effect; nearly all actives have a fitted effect of over 75% in size
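Chemiluminescent proximity detection of H3K9 monomethylation, read after 10 min bead incubation in the dark. Reaction: 20 nM G9a, 500 nM biotin-H3K9 peptide, 20 uM SAM cofactor, 2 h, room temperature, following 15 min enzyme-compound preincubation.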
GLS inh – inhibitors of human glutaminase (GLS). GLS enzymatic activity, qHTS titration. Potency, µM (series often up to 45.5 µM), for the others: at the top dose activity change, negative = inhibition, actives largely listed as inhibitors. actives 0.21% (n = 410,000). AID 624170; note: potency is the fitted concentration of half-maximal effect; % is set by controls: 0 for no effect and ±100 for the full control effect
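hKGA; 45 mM KH2PO4 pH 8.2 + 0.02% Tween-20; cpd via pin tool; 1 mM Gln soln; GluOx/HRP/Amplex Red; RT 30 min; fluor. t0 & final.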
BAZ2B inh – inhibitors of human BAZ2B bromodomain; Q9UIF8; AlphaScreen BAZ2B-H3K14Ac peptide displacement; Potency, µM (doses to about 114 µM), for inactives: at the highest dose activity change, negative = inhibition, hits mostly inhibitors; actives 4.4% (n = 360,000); note: potency is the fitted concentration of half-maximal effect; % is set by controls: 0 for no effect and ±100 for the full control effect; nearly all actives have a fitted effect of over 60% in size
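AlphaScreen displacement of biotin-H3(5-23)K14Ac peptide (50 nM final) from BAZ2B (50 nM final) in PBS pH 7.4, 0.01% Tween-20; complex preformed 30 min RT, then compounds (top 110 uM) 30 min RT, beads 20 min dark.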
HP1b binding inh – blocks HP1-beta chromodomain binding to methylated histone tails; P83916; AlphaScreen HP1-beta / biotin-H3K9me3 peptide binding; Potency, µM (doses to about 114 µM), for inactives: top-dose activity change, negative = inhibition, actives largely listed as inhibitors; actives 0.56% (n = 390,000); note: potency is the fitted concentration of half-maximal effect; nearly all actives have a fitted effect of over 70% in size; inactives centre near 23
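HP1-beta protein (50 nM final) preincubated 30 min at room temperature with biotinylated H3(1-18)K9me3 peptide (50 nM) in PBS pH 7.4, 0.01% Tween-20, then compound added for 30 min. AlphaScreen streptavidin donor/nickel chelate acceptor beads (10 ug/mL final), 30 min dark, luminescence read.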
RGS4 inh – human RGS4 inhibition. P49798. Transcreener GDP fluorescence polarization, RGS4-accelerated GTP hydrolysis. Potency, µM (top dose mostly 114 µM), inactives show top-dose activity change, negative = inhibition, actives largely listed as inhibitors. actives 0.039% (n = 390,000). AID 504845; note: potency is the fitted concentration of half-maximal effect; % is set by controls: 0 for no effect and ±100 for the full control effect; nearly all actives have a fitted effect of over 75% in size; some results filed as inactive show a strong effect at the top dose
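MLSMR compounds (23 nl, pin-transferred) preincubated 10 min at room temperature with a 500nM (2x) first reagent, then RGS4 at 900nM (2x) plus Transcreener GDP mix added; fluorescence polarization (620/688 nm) read before and after 90 min at 30 °C.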
PI4K2A inh – blocks human PI4K2A kinase activity. actives 0.13% (n = 420,000). purified PI4K2A, ADP-Glo luminescence, 1 h; active compounds read low. activity change, negative = inhibition, % at 76.9 µM. Q9BTU6; in the data active = activity change below about -50%; inconclusive = mostly about -30% to -49%;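 note: -100% = wells without enzyme as full effect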
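Compounds are screened against recombinant PI4K2A using PI as substrate and ATP, the latter dispensed at 300 microM. Reactions run one hour at ambient temperature before ADP-Glo detection; full inhibition defined by wells lacking enzyme.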
JMJD2A Tudor – inhibitors of human JMJD2A Tudor domain | actives 4.4% (n = 390,000) | AID 504339 | O75164 | Potency, µM (titrated, usually from 114 µM), inactives show at the top dose activity change, negative = inhibition, usual class: inhibitors | AlphaScreen JMJD2A-Tudor / H3K4me3 peptide binding; note: potency is the fitted concentration of half-maximal effect; % is set by controls: 0 for no effect and ±100 for the full control effect; nearly all actives have a fitted effect of over 50% in size
Target sequence (O75164 whole entry, looked up, the tested form may be a part): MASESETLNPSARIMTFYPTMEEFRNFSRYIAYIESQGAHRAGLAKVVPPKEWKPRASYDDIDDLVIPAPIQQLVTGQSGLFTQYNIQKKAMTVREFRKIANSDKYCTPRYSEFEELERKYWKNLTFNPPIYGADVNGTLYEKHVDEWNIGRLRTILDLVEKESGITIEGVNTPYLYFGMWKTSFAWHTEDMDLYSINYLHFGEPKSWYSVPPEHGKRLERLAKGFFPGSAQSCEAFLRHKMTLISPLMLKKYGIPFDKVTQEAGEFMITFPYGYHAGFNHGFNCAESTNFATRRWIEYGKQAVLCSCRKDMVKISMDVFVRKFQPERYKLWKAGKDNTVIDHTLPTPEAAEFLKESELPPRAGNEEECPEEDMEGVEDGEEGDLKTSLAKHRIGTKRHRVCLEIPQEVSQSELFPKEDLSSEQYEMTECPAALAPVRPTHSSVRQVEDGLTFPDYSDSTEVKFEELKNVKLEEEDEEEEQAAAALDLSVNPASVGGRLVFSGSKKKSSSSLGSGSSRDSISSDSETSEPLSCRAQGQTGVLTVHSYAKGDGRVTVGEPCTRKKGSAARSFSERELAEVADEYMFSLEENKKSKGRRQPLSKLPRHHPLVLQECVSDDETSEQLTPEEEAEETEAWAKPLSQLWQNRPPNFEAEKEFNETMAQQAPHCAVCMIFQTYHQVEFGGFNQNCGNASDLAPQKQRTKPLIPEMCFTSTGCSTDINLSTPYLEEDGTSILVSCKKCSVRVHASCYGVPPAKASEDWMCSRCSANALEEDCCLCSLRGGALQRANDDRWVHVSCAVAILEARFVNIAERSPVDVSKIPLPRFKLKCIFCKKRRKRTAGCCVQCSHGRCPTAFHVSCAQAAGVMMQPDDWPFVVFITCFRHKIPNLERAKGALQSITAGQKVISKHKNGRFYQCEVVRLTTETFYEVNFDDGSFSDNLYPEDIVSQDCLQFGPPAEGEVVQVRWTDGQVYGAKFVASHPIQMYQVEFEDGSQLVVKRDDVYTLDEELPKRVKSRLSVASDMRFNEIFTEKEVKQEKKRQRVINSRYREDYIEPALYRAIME
ALOX12 inh – blocks human arachidonate 12S-lipoxygenase; P18054; purified 12hLO, xylenol orange hydroperoxide absorbance; Potency, µM (series often up to 108 µM), for inactives: at the top dose activity change, negative = inhibition, hits mostly inhibitors; actives 1.1% (n = 580,000); note: potency is the fitted concentration of half-maximal effect; % is set by controls: 0 for no effect and ±100 for the full control effect
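Purified human 12hLO (150 nM final) in 25 mM Hepes, 0.01% Triton X-100, pH 7.0 was preincubated 15 min at room temperature with compound. Then 40 uM arachidonic acid was added, 30 min. Hydroperoxide was read by Fe-XO absorbance ratio 573/405 nm.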
An asterisk follows results filed as active; ? = inconclusive; / = not tested or not shown; & = joins results of further samples; [ ] = another dose, or the depositor's remark. Unless noted, calls come from the whole dose curve; as a rule, active = well fitted curve in the direction sought with a large enough effect; inconclusive = small, poorly fitted or top-dose-only effect, or another doubt; inactive = no such curve, though single readings can be large; an effect the other way counts as inactive or inconclusive. A portion of the library (hit frequency here may not be typical).

SMILES	ERG Ets-DNA blk	G9a inh	GLS inh	BAZ2B inh	HP1b binding inh	RGS4 inh	PI4K2A inh	JMJD2A Tudor	ALOX12 inh
CC(=O)c1c(C)[nH]c(C(=O)CSc2nnc(-c3cccs3)n2Cc2ccccc2)c1C	2%	-11%[12.7 µM]	77%[activator]	-35%	-22%	?	6	?	18%
Oc1ccc(Br)cc1-c1nc2cnccn2c1NC1CCCC1	-6%	-5%[12.7 µM]	?	?	12%	-4%	8	-33%	0%
COc1ccc(C)cc1-n1nnnc1SCC(=O)NC1CCS(=O)(=O)C1 (stereo not drawn)	12%	0%[12.7 µM]	2%	-3%	38%	-8%	0	-3%	169%[activator]
CCOc1ccc(CNC(=O)CCS(=O)(=O)Cc2ccccc2C)cc1OC	-8%	-4%	3%	3%	66%[activator]	7%	-2	-6%	-2%
Cc1ccc2c(c1)c(C)c(C)n2CC(O)Cn1nc(C)cc1C (stereo not drawn)	8%	45µM*	31%	-51%	-24%	41%	-1	?	-11%
CCOc1ccccc1CN1CCN(C2CCN(c3ccccc3F)CC2)CC1CCO (stereo not drawn)	14%	/	0%	-7%	21%	36%	3	-4%	-6%
Cn1cnnc1SCC(=O)Nc1ccc(Br)cc1F	6%	4%[12.7 µM]	6%	7%	15%	17%	3	-7%	-14%
Cc1ccc(-n2c(Cc3cccn3C)nnc2SCC(N)=O)cc1	-3%	24%[2.33 µM]	-7%	?	9%	-16%	3	-21%	-23%
Cc1ccc(-c2nn(-c3ccccc3)cc2CSC(=N)N)cc1	-11%	8%[12.7 µM]	8%	-28%	-4%	18%	3	-32%	?
CCOC(=O)N1CCN(C(=O)CN2C(=O)NC(c3ccccc3)(c3ccccc3)C2=O)CC1	-5%	-6%	1%	-5%	11%	2%	3	-18%	-7%
O=C(CN(CCN1CCOCC1)C(=O)Cn1nnc(-c2ccc(F)cc2)n1)NC1CCCCC1	-1%	5%[59 µM]	-5%	6%	24%	-13%	-2	-1%	11%
CC(C)C[C@@H](CO)N1CCNCCC1=O	-10%	2%	0%	3%	27%	-14%	4	-4%	-1%
O=C1CN(C(=O)c2ccccn2)c2ccccc2N1	0%	15%	11%	0%	30%	-7%	12	-1%	-6%
CCCCC[C@H]1CN(C2CCCCC2)C(=O)[C@@H]1CC(=O)NCc1ccccc1	10%	/	5%	6%	44%[activator]	4%	-2	-4%	-28%
O=C(NCCN1CCOCC1)c1ccc2c(c1)N(Cc1c(F)cccc1Cl)C(=O)c1ccccc1S2	1%	?	11%	-31%	-2%	31%	-3	-32%	-17%
c1ccc(-c2cc3ccccc3cn2)cc1	-4%	/	2%	/	95%[activator]	0%	-16	42%[activator]	9%
O=c1cc(CSc2ccc(S(=O)(=O)N3CCCCC3)cn2)nc2sccn12	-7%	4%[12.7 µM]	-15%	-23%	58%[activator]	-6%[11.4 µM]	7	0%[11.4 µM]	35%[activator]
COc1ccccc1-c1ccc2nnc(SC)n2n1	-2%	1%	-11%	-17%	14%[57 µM]	-8%	1	-6%	0%
NS(=O)(=O)c1ccc(NC(=O)c2csnn2)cc1	1%	22µM*	-10%	-16%	?	7%	-1	89µM*	0%
Cc1ccc(/C=C2/SC(=S)N(CCCC(=O)Nc3ccc(O)cc3)C2=O)cc1	29%	-30%	-1%	-18%	-5%	-21%	10	-25%	?
CN(C)S(=O)(=O)c1cccc(C(=O)Nc2cc3c(cc2C(=O)O)OCCCO3)c1	24%	-13%	0%	4%	31%	-1%	2	5%	0%
Cc1cc(Cl)ccc1NC(=S)NCCc1ccc(Cl)cc1	7%	4%	8%	-35%	31%	24%	3	-8%	22µM*
C=CCn1c(N)c(C(=O)OCC(C)C)c2nc3ccccc3nc21	-5%	9%	0%	1%	73%[activator]	20%	-8	13%	?
COc1ccc(/C=N/NC(=O)COc2ccc3ccccc3c2)c(C(=O)O)c1OC	-1%	-6%[59 µM]	?	-11%	20%	?	2	50µM*	10%
COc1ccc(/C=C/c2nc(C)c(-c3ccccc3)c(=O)[nH]2)cc1OC	3%	31%[59 µM]	0%	-5%	39%[activator]	1%	5	6%	-17%
SMILES	ERG Ets-DNA blk	G9a inh	GLS inh	BAZ2B inh	HP1b binding inh	RGS4 inh	PI4K2A inh	JMJD2A Tudor	ALOX12 inh
CCOc1ccc(N=C2NC(=O)S/C2=C\c2ccc(N(C)C)cc2)cc1	-22%	24%[2.33 µM]	-1%	-3%	?	-5%	4	?	0%
N#CC1=C(N)N(c2ccccc2)C2=C(C(=O)CCC2)C1c1cccs1 (stereo not drawn)	17%	-18%[59 µM]	7%	-3%	16%	?	-23	-20%	0%
Cc1ccc(S(=O)(=O)NCCC(=O)NNC(=O)COc2ccccc2Cl)cc1C	8%	-7%[12.7 µM]	-1%	26%	53%[activator]	-3%	1	8%	21%
CCOC(=O)C1CCCN(S(=O)(=O)c2ccc3c(c2)CCN3C(=O)CC)C1 (stereo not drawn)	2%	1%[59 µM]	-21%	-16%	26%	10%	3	-8%	?
O=C1C(=O)N(C2CCS(=O)(=O)C2)C(c2cccc(O)c2)/C1=C(/O)c1ccc(Cl)cc1 (stereo not drawn)	-1%	32µM*	16%	79µM*	-2%	2%	-5	?	?
COc1cc(/C=N/NC(=O)c2cccnc2)ccc1OCC(=O)Nc1ccc(C)cc1	-1%	1%[59 µM]	-15%	-38%	61%[activator]	?	-1	-22%	-4%
CC(Oc1ccc(Br)cc1Br)C(=O)Nc1cccnc1Cl (stereo not drawn)	-1%	52%[activator]	-5%	33%	193%[activator]	-29%	-4	44%[activator]	0%
Cc1cn(C(=O)CN2C(=O)c3ccccc3C2=O)c(C)n1	-4%	24%[59 µM]	0%	10%	31%	13%	2	-4%	20%
CCn1c(SCC(=O)Nc2ccc(Cl)cc2)nc2nc3c(cc2c1=O)CCCC3	-1%	-7%[59 µM]	2%	12%	36%	3%	2	-3%	2%
CCOc1ccc(NC(=O)CN2CCN(Cc3ccccc3)S2(=O)=O)cc1	3%	?	2%	-10%	14%	9%	3	-13%	-8%
CCOc1ccc(Nc2nc(Cc3nnc(SCC(N)=O)o3)cs2)cc1	-12%	22%[59 µM]	17%	-6%	6%	-1%	3	?	-10%
NC(=O)CC(NC(=O)c1ccccc1)c1ccc(NCCN2CCOCC2)c([N+](=O)[O-])c1 (stereo not drawn)	-11%	71µM*	-1%	-28%	24%	12%	2	-16%	-29%
COCCSc1ccccc1C(=O)Nc1ccncc1	/	?	18%	2%	11%	22%	1	-1%	-28%
CC(C)c1ccc(NC(c2nnc(-c3ccccc3)o2)c2ccc(F)cc2Cl)cc1 (stereo not drawn)	-2%	10%[59 µM]	7%	-14%	-5%	-15%	0	-11%	-19%
CC(=O)NC(CC(=O)Nc1cccc(S(=O)(=O)N2CCOCC2)c1)c1ccccc1 (stereo not drawn)	1%	6%	-2%	5%	-15%	7%	1	-16%	2%
CCc1ccc(NC(=O)C2CCCN(S(=O)(=O)c3ccc4c(c3)CC(C)N4C(C)=O)C2)cc1 (stereo not drawn)	-10%	-45%	2%	-33%	30%	-20%	-1	-18%	6%
O=C(Cc1ccccc1)Nc1ccc(N2CCCCC2)cc1	7%	28µM*	30%[activator]	-24%	32%	15%[11.4 µM]	?	-24%	-13%
COc1ccc2cc(-c3[nH]ncc3CN3CCCC3c3nonc3C)ccc2c1 (stereo not drawn)	7%	-33%	13%	?	13%	16%	-1	79µM*	2%
Cc1cccn2c(=O)nc(SCC(=O)N3CCC(C)CC3)nc12	0%	-4%	2%	6%	6%	1%	0	-14%	0%
CN1CCN(C(=O)C2=C[C@H](C(C)(C)C)C[C@H](OCCCCO)O2)CC1	-8%	5%[59 µM]	3%	-2%	16%	2%	5	-27%	-29%
CCCCNC(=O)c1ccc(S(=O)(=O)c2ccc(Cl)cc2)c(NC(C)=O)c1	-1%	?	0%	1%	31%	-21%	3	-1%	6%
CCc1ccc(-c2cnc3nc[nH]c(=O)c3n2)cc1	-3%	/	-5%	/	47%[activator]	7%	-1	-6%	145%[activator]
O=C(NCc1ccco1)C1CC(c2ccc(F)cc2)=NO1 (stereo not drawn)	-3%	/	-6%	-7%	-2%	15%	9	-15%	8%
Cc1cc2oc(C(=O)Nc3ccc(S(=O)(=O)N(C)c4ccccc4)cc3)cc(=O)c2cc1C	-10%	8%[59 µM]	8%	0%	20%	-7%	-3	6%	1%&-9%
CCc1ccc(C2C3=C(CCCC3=O)OC3=C2C(=O)CCC3)cc1	-2%	2%[59 µM]	15%	6%	23%	16%	-1	-16%	0%
Cc1cc2ccccc2nc1SCC(=O)N1CCCC1	4%	?	-13%	1%	8%	-13%	5	-12%	-16%

Part of the list above, in markdown:
| SMILES | ERG Ets-DNA blk | G9a inh | GLS inh | BAZ2B inh | HP1b binding inh | RGS4 inh | PI4K2A inh | JMJD2A Tudor | ALOX12 inh |
| --- | --- | --- | --- | --- | --- | --- | --- | --- | --- |
| N#CC1=C(N)N(c2ccccc2)C2=C(C(=O)CCC2)C1c1cccs1 (stereo not drawn) | 17% | -18%[59 µM] | 7% | -3% | 16% | ? | -23 | -20% | 0% |
| Cc1ccc(S(=O)(=O)NCCC(=O)NNC(=O)COc2ccccc2Cl)cc1C | 8% | -7%[12.7 µM] | -1% | 26% | 53%[activator] | -3% | 1 | 8% | 21% |
| CCOC(=O)C1CCCN(S(=O)(=O)c2ccc3c(c2)CCN3C(=O)CC)C1 (stereo not drawn) | 2% | 1%[59 µM] | -21% | -16% | 26% | 10% | 3 | -8% | ? |
